HCV inh: qHTS Assay for Inhibitors of Hepatitis C Virus (HCV). Potency, µM (top dose mostly 41.8 µM), for the others: at the highest dose activity change, negative = inhibition, most hits filed as inhibitors. Huh7.5.1 HCVcc-Cre infection, luciferase reporter, 44 h. actives 3.4% (n = 340,000). AID 651820, 2012; further: potency means the concentration at half of the fitted maximal effect; on the % scale 0 is the no-effect control and ±100 the full control effect
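Infectious HCV cell culture screen: compound-treated cells (1,000/well, pre-plated 4 h) are infected with HCVcc-Cre at roughly 0.5 moi and grown 44 h. Infection is quantified by luciferase signal after 15 min substrate incubation at room temperature.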
Shiga inhibitor: A qHTS for Small Molecule Inhibitors of Shiga Toxin; Vero cells, Shiga toxin protein synthesis inhibition reporter; inhibition, % at 38.7 µM; actives 9.2% (n = 290,000); AID 2315, 2010; in the data active means inhibition mostly above about 28%, no sharp cut-off; inactive means mostly below about 43%; further: 0% is about no effect
Pf growth 96h: Primary qHTS for delayed death inhibitors of the malarial parasite plastid, 96 hour incubation; P. falciparum luciferase reporter growth, 96 h; Potency, µM (doses to about 28.7 µM), for the others: at the highest dose activity change, negative = inhibition, usual class: inhibitors; actives 6.9% (n = 320,000); further: potency means the concentration at half of the fitted maximal effect; on the % scale 0 is the no-effect control and ±100 the full control effect
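P. falciparum expressing integrated firefly luciferase grown in erythrocytes (2% hematocrit, 0.05% parasitemia final) with compounds for 96 hours at 37 C, 5% CO2. Growth inhibition read as loss of luminescence after adding luciferase detection reagent.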
LmPK inhibitor: qHTS Assay for Inhibitors of Leishmania Mexicana Pyruvate Kinase (LmPK). Potency, µM (highest dose often 57.5 µM), for inactives: top-dose activity change, negative = inhibition, most hits filed as inhibitors. purified LmPK, Kinase-Glo ATP luminescence, 1 h. actives 0.37% (n = 290,000). AID 1721, 2009; further: potency means the concentration at half of the fitted maximal effect; on the % scale 0 is the no-effect control and ±100 the full control effect
Target sequence (Q27686 whole entry, looked up): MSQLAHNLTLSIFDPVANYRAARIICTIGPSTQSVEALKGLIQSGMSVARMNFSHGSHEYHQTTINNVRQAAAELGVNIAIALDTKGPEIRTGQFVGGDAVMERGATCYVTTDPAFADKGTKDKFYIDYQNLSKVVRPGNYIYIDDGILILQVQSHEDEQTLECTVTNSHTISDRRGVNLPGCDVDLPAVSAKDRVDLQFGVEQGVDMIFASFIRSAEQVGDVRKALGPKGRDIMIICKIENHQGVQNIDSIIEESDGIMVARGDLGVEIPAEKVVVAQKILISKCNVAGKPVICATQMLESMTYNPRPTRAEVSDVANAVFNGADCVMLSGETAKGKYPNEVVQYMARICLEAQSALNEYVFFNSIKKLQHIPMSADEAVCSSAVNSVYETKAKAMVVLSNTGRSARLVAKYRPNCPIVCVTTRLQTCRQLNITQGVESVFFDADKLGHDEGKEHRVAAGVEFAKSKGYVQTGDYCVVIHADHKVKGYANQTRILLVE
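Screened at intermediate enzyme activity to detect both inhibitors and activators: LmPK at 0.1 nM, with a 0.5 nM enzyme column as activation reference. PEP 0.5 mM, ADP 0.1 mM; ATP detected by luminescence after 1 h.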
CHX counter: Cycloheximide Counterscreen for Small Molecule Inhibitors of Shiga Toxin; max response, %; actives 12% (n = 300,000); cell reporter, cycloheximide protein synthesis inhibition counterscreen; AID 2314, 2010; in the data active means max response mostly above about 13%, no sharp cut-off; inactive means mostly below about 14%; further: read at 38.3 µM for the half of the compounds with a filed dose; 0% is about no effect
TbPYK inhibitor: qHTS of Trypanosoma Brucei Inhibitors; TbPYK enzyme, Kinase-Glo Plus ATP luminescence, 45 min; Potency, µM (top dose mostly 76.8 µM), for the others: at the top dose activity, negative = inhibition, usual class: inhibitors; AID 624173, 2012; pyruvate kinase (Trypanosoma brucei), Q57TT1; actives 0.12% (n = 410,000); further: potency means the concentration at half of the fitted maximal effect; on the % scale 0 is the no-effect control and ±100 the full control effect; nearly all actives have a fitted effect of over 50% in size
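TbPYK + substrate in 50 mM TEA pH 7.2, 100 mM KCl, 10 mM MgCl2, 0.05% BSA, 0.01% Tween-20; cpd pinned; ADP 130 uM final; 45 min RT; Kinase-Glo Plus 10 min; luminescence endpoint.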
Pf growth 48h: Primary qHTS for delayed death inhibitors of the malarial parasite plastid, 48 hour incubation. AID 504832, 2011. P. falciparum luciferase growth in erythrocytes, 48 h. Potency, µM (series often up to 28.7 µM), inactives show at the top dose activity change, negative = inhibition, hits mostly inhibitors. actives 5.9% (n = 310,000); further: potency means the concentration at half of the fitted maximal effect; on the % scale 0 is the no-effect control and ±100 the full control effect
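Here the parasites carry a stable luciferase gene and grow inside erythrocytes in Albumax-based RPMI medium with compound for one erythrocytic cycle. Activity is scored as loss of luminescent signal.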
* = called active by the depositor; i = inactive; ? = inconclusive; nt = not tested or not shown; & = joins results of further samples; [ ] = dose if it differs, or a comment. Unless noted, the call rests on the fitted dose curve; in most records, active means well fitted curve in the direction sought with a large enough effect; inconclusive means small, poorly fitted or top-dose-only effect, or another doubt; inactive means no such curve, though single readings can be large; an effect the other way counts as inactive or inconclusive.

mol,HCV inh,Shiga inhibitor,Pf growth 96h,LmPK inhibitor,CHX counter,TbPYK inhibitor,Pf growth 48h
C/C=C/Cn1c(SCc2ccc(C)cc2)nc2c1c(=O)[nH]c(=O)n2C,?,12,?,4%,-2,13%,1%
CCC(=O)c1ccc(OCC(=O)N2CCCC2)c(OC)c1,15%,-10,?,2%,-3,0%,-8%
COc1cccc(NC(=O)CSc2nnc(C)s2)c1,3%,-9,nt,1%,-4,0%,10%
Nc1nnc(SCc2ccc(F)cc2)s1,10%,16,?,-3%,11,?,21%
COc1ccc(NC(=S)N2CCNC(=O)C2CC(=O)Nc2ccc(C)cc2)cc1 (stereo unspecified),7%,-5,?,3%,-3,-2%,7%
CCn1c(CNC(=O)COc2ccc(C(C)C)cc2)nnc1SCC(=O)Nc1ccccc1F,-11%,-46,nt,-2%,10,-13%,0%
O=c1c(Cc2ccc(Cl)cc2Cl)c(O)ccn1CCCN1CCOCC1,15%,-19,10%,1%,-6,0%,-12%
O=C1CCCN1C(=O)CSc1ncnc2sccc12,21%,nt,-4%,nt,nt,-1%,?
Cc1ccsc1/C=N/NC(=O)CNC(=O)c1c(F)cccc1Cl,-4%,-7,32%[activator],-2%,3,-2%,-2%
COc1cc(/C(C#N)=C/c2cccc3ccccc23)c([N+](=O)[O-])cc1OC,1%,-18,-5%,2%,-6,-6%,-1%
CCCSc1nnc2n(C)c(=O)c3c4c(sc3n12)CCC4,-26%,-5,-15%,-2%,-3,-1%,?
COc1cccc(-c2cc(C(=O)N3CCN(S(=O)(=O)c4ccc(Br)cc4)CC3)[nH]n2)c1,9%,25,13µM*,2%,1,0%,-17%

The list goes on:
mol,HCV inh,Shiga inhibitor,Pf growth 96h,LmPK inhibitor,CHX counter,TbPYK inhibitor,Pf growth 48h
Cc1ccc(-n2ncc(C(=O)Nc3cc(Cl)ccc3C)c2C2CCNCC2)cc1C,-11%,0,-12%,1%,-2,-9%,?
CCc1ccc(NC(=S)N2CCN(C)CC2)cc1,-4%,61,-3%,0%,25*,-3%,61%[activator]
O=C(CSc1ncnc2c1cnn2-c1ccccc1)NCC1CCCO1 (stereo unspecified),?,nt,0%,nt,nt,-5%,7%
CC(=O)Nc1ccc(NC2CCCCC2NS(=O)(=O)c2ccccc2)cc1 (stereo unspecified),20%,-3,8.3µM*,0%,-2,0%,-5%
CN(C)c1nc(N)nc(CSc2nnnn2-c2cccc3ccccc23)n1,3.2µM*,-22,16%,-6%,-1,-4%,?
O=C1OCC(CO)(CO)N=C1NNc1ccccc1[N+](=O)[O-],12%,58*,?,-12%,43*,-12%,?
COc1ccccc1CC(NC(C)=O)C(=O)NC1CCN(S(=O)(=O)c2ccccc2)CC1 (stereo unspecified),28%,-6,2%,6%,-7,3%,-6%
CC1Cc2ccccc2N1C(=O)COC(=O)Cn1cnc2ccccc2c1=O (stereo unspecified),5%,1,60%[activator],6%,-3,0%,15%
CC(C)CNC(=O)/C(C#N)=C1\N=C(NC(=O)c2ccco2)c2ccccc21,2%,34,?,-1%,12*,-4%,?
COc1cc2c(cc1OC)C(C)N(C(=O)c1cccc([N+](=O)[O-])c1)CC2 (stereo unspecified),-28%,-8,0.52µM*,1%,-4,4%,-8%
O=C(CSc1nc2ccccc2n1CC(=O)N1CCCCC1)N1CCCCC1,6%,8,-12%,0%,3,-1%,-9%
CCC1=C(OC(=O)N(CC)CC)N2C(=O)OC(=NCc3ccccc3)[C@]2(C)[C@H]2C1=CC[C@H]1C(=O)N(CC)C(=O)[C@H]12,-18%,-5,?,7%,-2,-4%,12µM*

Further compounds:
mol,HCV inh,Shiga inhibitor,Pf growth 96h,LmPK inhibitor,CHX counter,TbPYK inhibitor,Pf growth 48h
Fc1ccc(CN2CC[C@H]3C=CCc4cccc(c43)C2)cc1,7%,nt,?,nt,nt,1%,10µM*
COc1ccc2ccc(C(C)(C(C)=O)C(=O)OC(C)C)cc2c1 (stereo unspecified),-25%,nt,?,nt,nt,0%,-5%
CCCCn1c(=O)c(C(=O)Nc2ccccc2C)c(O)c2ccccc21,-5%,24,?,13%,9,-3%,228%[activator]
COc1ccc2c(c1)C(C)=CC(C)(C)N2S(=O)(=O)c1ccc(C)cc1,-20%,24,28%,-2%,-1,0%,?
CC(C)(C)N1C(=O)c2ccc(C(=O)NCc3ccco3)cc2C1=O,0%,5,nt,6%,16*,-9%,5%
CCCN1Cc2cccc(C(=O)N3CCN(c4ccc(OC)cc4)CC3)c2C1=O,2%,-8,?,6%,2,-1%,7%
CN1CCC(N(C)C(=O)COc2ccccc2-c2ccccc2)CC1,?,-10,?,1%,-2,0%,nt
CC1(C)Cc2c(sc(NC(=O)C(=O)NCC3CCCO3)c2C(=O)O)CO1 (stereo unspecified),6%,-2,?,-6%,1,6%,?
COc1ccc(S(=O)(=O)N2CCN(C(=S)NC3CCCCC3)CC2)cc1,8%,5,6%,0%,0,-1%,0.93µM*
CC(C)N(Cc1ccccc1)C(=O)CN1C(=O)COc2ccc(S(=O)(=O)N3CCCCCC3)cc21,?,-3,6%,3%,-4,-1%&6%,0.83µM*
CCOC(=O)NC(=O)CSc1cc(C)c2cc(C)cc(C)c2n1,-22%,19,?,-1%,-2,4%,?
CCOc1ccccc1NC(=O)c1ccccc1-c1nc(-c2ccccc2OC)no1,11µM*,11,?,3%,2,-10%,?

Later entries:
mol,HCV inh,Shiga inhibitor,Pf growth 96h,LmPK inhibitor,CHX counter,TbPYK inhibitor,Pf growth 48h
COCCCNc1nc2c(-c3ccc(Cl)cc3)nnn2c2ccccc12,2%[8.37 µM],-13,12µM*,0%,-4,0%,-1%
O=C1c2ccccc2C(=O)N1Cc1nc2ccccc2c(=O)n1-c1cccnc1,9%,-3,28%,0%,1,-12%,-5%
CC(C(=O)C12CC3CC(CC(C3)C1)C2)N1CCOCC1 (stereo unspecified),25%,nt,1.9µM*,0%,2,1%,27%
Cc1cc(C)c2[nH]c(O)c(N=NC3=NC(=O)CS3)c2c1,5%,37,-15%,-1%,-2,4%,-3%
Cc1c(Br)c([N+](=O)[O-])nn1CCCC(=O)N1CCN(c2ccccc2)CC1,3%,9,?,4%,-2,2%,?
COc1ccc(N(C)C(=O)CCS(=O)(=O)c2cccc3nsnc23)cc1,13%,-7,7%,4%,4,3%&-15%,55%[activator]
COc1ccc(CC(=O)N/N=C(\C)CC(=O)Nc2ccc(N(C)C)cc2)cc1,2%,15,-19%,-1%,-2,-6%,?
Cc1ccc2nc(-c3cccnc3SCC(=O)N3c4ccccc4CC3C)[nH]c2c1 (stereo unspecified),?,136*,?,7%,31*,-2%,?
CC(C)C(=O)Nc1nnc(CCN(CCc2nnc(NC(=O)C(C)C)s2)[N+](=O)[O-])s1,11%,1,?,3%,-1,2%,?
Cc1ccc(CNC(=O)COc2ccc(S(=O)(=O)N3CCOCC3)cc2)cc1,-6%,nt,?,nt,nt,8%,12%
COc1ccc(CN2CCN(C(=O)Cn3c(=O)oc4cc(Cl)ccc43)CC2)c(OC)c1OC,3.5µM*,-8,?,-1%,-1,2%,11%
COc1ccc([N+](=O)[O-])cc1NC(=O)CSCc1cc(C)cc(C)c1,-28%,-15,?,6%,-1,-2%,-14%

(more compounds)
mol,HCV inh,Shiga inhibitor,Pf growth 96h,LmPK inhibitor,CHX counter,TbPYK inhibitor,Pf growth 48h
Cc1cccc(Cn2ccc(NC(=O)c3ccc4c(c3)OCO4)n2)c1,8%,74*,?,11%,28*,3%,8%
CCN(CC)C(=O)C1CCCN(Cc2ccc3c(c2)OCO3)C1 (stereo unspecified),-2%,14,9%,-6%,-2,2%,nt
O=C1c2cccc3cccc(c23)C(=O)N1CC1CCCO1 (stereo unspecified),14%,18,i,-3%,24,6%,46%[activator]
CCCN(CCC)C(=O)c1cc(-c2ccc3c(c2)OCO3)nc2ccccc12,?,12,1.7µM*,5%,1,2%,nt
O=c1c(Cl)c(N2CCOCC2)cnn1-c1ncc(C(F)(F)F)cc1Cl,-5%,13,23%,1%,8,0%,6%
C[n+]1cc(-c2ccccc2)oc1-c1ccccc1,5%,89*,66%[activator],-5%,52*,0%,80%[activator]
CCc1ccccc1N(CC)C(=O)C1CCN(c2ncnc3c2nc2n3CCCCC2)CC1,?,-9,-6%,6%,-3,4%&0%,?
Cc1cc(NC(=O)Cc2cn3ccsc3n2)n(-c2ccccc2)n1,8%,-7,41%[activator],0%,-2,-1%,9%
CCCCNC(=O)NC1CCCC1,12%,-11,52%[activator],-4%,9,2%,3%
CCCCN1C(=O)C(=O)N(CC(=O)Nc2ccccc2C(=O)OCC)C1=O,-5%,-2,9%,-8%,5,4%,?
CCc1ccc(C(=O)N/N=C/c2ccncc2)s1,13µM*,32,-11%,2%,23*,1%,?
CCc1nnc(NC(=O)CCN2C(=O)c3ccccc3S2(=O)=O)s1,8%,-21,?,-3%,-1,-3%,1%

(more compounds)
mol,HCV inh,Shiga inhibitor,Pf growth 96h,LmPK inhibitor,CHX counter,TbPYK inhibitor,Pf growth 48h
C/C(=N\NC(=O)CNc1cccc(C)c1)c1ccc(Br)s1,?,-14,?,-1%,10,2%,8%
COc1ccc(C2c3c(ccc4ccccc34)Oc3ncn4nc(CO/N=C/c5ccccc5)nc4c32)cc1 (stereo unspecified),-5%,5,nt,2%,-2,-2%,4%
CCc1cccc(CC)c1-n1c(-c2cccnc2)n[nH]c1=S,1%,-17,-8%,-18%,-4,?,-9%
CCOc1ccc(C2C(C(=O)c3ccco3)=C(O)C(=O)N2CCCn2ccnc2)cc1OC (stereo unspecified),4%,11,28%,8%,16*,-2%,26%
O=C(NCC1CCCO1)c1ccc2c(c1)ncn2-c1cccc(F)c1 (stereo unspecified),-7%,-3,?,-3%,13,0%,-13%
COc1ccc(C(=O)C(OC(=O)c2ccc(C)c(NC(C)=O)c2)c2ccccc2)cc1 (stereo unspecified),-10%,-4,-3%,-2%,10,3%,?
COC(=O)/C(=C/c1ccco1)NC(=O)c1ccco1,4%,-17,-8%,0%,-1,-3%,11%
CS(=O)(=O)N(Cc1ccccc1Cl)c1ccc(C(=O)NCc2cccnc2)cc1,3%,-7,43%[activator],10%,-1,5%,-21%
Cc1ccc(NC(=O)CN2C(=O)/C(=C\c3cccs3)SC2=S)cc1,9%,-5,1%,-3%,-3,-13%,-21%
CCn1cc(C(=O)N[C@H](C(=O)NCCCO)C(C)C)c(=O)c2cc3c(cc21)OCO3,7%,1,3%,10%,-1,4%,5%

Compound profiles, as listed above. Order of values: HCV inh, Shiga inhibitor, Pf growth 96h, LmPK inhibitor, CHX counter, TbPYK inhibitor, Pf growth 48h
`C/C(=N\NC(=O)CNc1cccc(C)c1)c1ccc(Br)s1` in the list: ?, -14, ?, -1%, 10, 2%, 8%
`Cc1ccc(NC(=O)CN2C(=O)/C(=C\c3cccs3)SC2=S)cc1` in the list: 9%, -5, 1%, -3%, -3, -13%, -21%
`CCn1cc(C(=O)N[C@H](C(=O)NCCCO)C(C)C)c(=O)c2cc3c(cc21)OCO3` in the list: 7%, 1, 3%, 10%, -1, 4%, 5%

Rows were taken by chance. About 24% of those tested had a hit in this group.
